# Vif-A3G inh: qHTS for Inhibitors of Vif-A3G Interactions: qHTS | HeLa A3G-eYFP + Vif (tagged APOBEC3G with the HIV-1 protein that degrades it), YFP fluorescence, overnight | DNA dC->dU-editing enzyme APOBEC-3G (Homo sapiens), Q9HC16 | Potency, µM (top dose mostly 46.1 µM), inactives show top-dose activity, negative = active, actives largely listed as inhibitors | actives 0.076% (n = 410,000) | AID 602310, 2012;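 note: potency is the fitted concentration of half-maximal effect; % is set by controls: 0 for no effect and ±100 for the full control effect; nearly all actives have a fitted effect of over 60% in size; hits raise eYFP signal because A3G escapes Vif-driven loss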
# Target sequence (Q9HC16 whole entry, looked up): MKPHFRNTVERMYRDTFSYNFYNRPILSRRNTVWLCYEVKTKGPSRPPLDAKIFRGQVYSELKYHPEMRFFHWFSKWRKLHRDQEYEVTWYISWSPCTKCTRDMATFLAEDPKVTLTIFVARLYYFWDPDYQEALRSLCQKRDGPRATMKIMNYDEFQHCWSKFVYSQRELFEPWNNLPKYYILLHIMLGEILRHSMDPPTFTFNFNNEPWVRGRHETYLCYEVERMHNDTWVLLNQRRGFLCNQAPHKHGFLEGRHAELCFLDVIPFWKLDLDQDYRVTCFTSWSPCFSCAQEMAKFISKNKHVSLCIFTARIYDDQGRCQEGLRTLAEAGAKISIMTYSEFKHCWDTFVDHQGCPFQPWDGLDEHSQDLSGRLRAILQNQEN
#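 Read-out is eYFP fluorescence (Ex 488/Em 500-530) from Vif-expressing HeLa A3G-eYFP cells; more signal means A3G escaped Vif-mediated degradation. Cells plated overnight, compound pinned in, incubated overnight at 37 deg C.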
# LDHA inh: qHTS assay for inhibitors of human lactate dehydrogenase | purified LDHA, NADH/diaphorase-resazurin fluorescence; hits give low values | activity change, % (values are at about 110 or 230 µM) | actives 0.15% (n = 480,000); in the data active = activity change below about -30%; inconclusive = mostly about -25% to -30%;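 note: plate controls were DMSO wells for no effect and wells without enzyme for full effect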
#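 Enzyme activity of human lactate dehydrogenase 5 (2 nM; 0.06 mM NADH, 0.2 mM pyruvate, 5 min, RT) is measured via a resazurin/diaphorase fluorescence readout of residual NADH.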
# ALOX12 inh: Primary qHTS assay for inhibitors of human arachidonate 12S-lipoxygenase (ALOX12): Round 2; Polyunsaturated fatty acid lipoxygenase ALOX12 (Homo sapiens), P18054; purified 12hLO, xylenol orange hydroperoxide absorbance; Potency, µM (highest dose often 108 µM), for inactives: top-dose activity change, negative = inhibition, hits mostly inhibitors; actives 1.1% (n = 580,000); note: potency is the fitted concentration of half-maximal effect; % is set by controls: 0 for no effect and ±100 for the full control effect
# Target sequence (P18054 whole entry, looked up): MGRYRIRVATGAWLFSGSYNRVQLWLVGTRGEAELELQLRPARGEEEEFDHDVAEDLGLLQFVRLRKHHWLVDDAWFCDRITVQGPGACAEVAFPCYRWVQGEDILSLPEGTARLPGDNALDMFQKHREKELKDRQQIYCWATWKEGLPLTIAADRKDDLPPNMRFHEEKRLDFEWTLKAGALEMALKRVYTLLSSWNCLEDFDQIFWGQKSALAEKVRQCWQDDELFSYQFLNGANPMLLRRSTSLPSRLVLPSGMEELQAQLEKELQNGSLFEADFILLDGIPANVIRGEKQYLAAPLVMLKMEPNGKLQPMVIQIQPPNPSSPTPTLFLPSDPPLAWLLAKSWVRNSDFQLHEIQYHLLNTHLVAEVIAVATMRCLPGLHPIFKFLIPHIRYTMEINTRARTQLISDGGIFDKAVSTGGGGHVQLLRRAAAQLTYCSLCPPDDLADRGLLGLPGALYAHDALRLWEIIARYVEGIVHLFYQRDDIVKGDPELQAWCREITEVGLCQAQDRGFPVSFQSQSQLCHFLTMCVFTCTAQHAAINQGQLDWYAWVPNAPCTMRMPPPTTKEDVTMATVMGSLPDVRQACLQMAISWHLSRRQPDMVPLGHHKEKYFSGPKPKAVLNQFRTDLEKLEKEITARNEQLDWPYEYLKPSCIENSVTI
#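 Purified human 12hLO (150 nM final) in 25 mM Hepes, 0.01% Triton X-100, pH 7.0 was preincubated 15 min at room temperature with compound. Then 40 uM arachidonic acid was added, 30 min. Hydroperoxide was read by Fe-XO absorbance ratio 573/405 nm.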
# RGS4 inhibitor: Inhibitors of Regulator of G Protein Signaling (RGS) 4: qHTS; Regulator of G-protein signaling 4 (Homo sapiens), P49798; Transcreener GDP fluorescence polarization, RGS4-accelerated GTP hydrolysis; actives 0.039% (n = 390,000); Potency, µM (doses to about 114 µM), inactives show top-dose activity change, negative = inhibition, actives largely listed as inhibitors; note: potency is the fitted concentration of half-maximal effect; % is set by controls: 0 for no effect and ±100 for the full control effect; nearly all actives have a fitted effect of over 75% in size; some results filed as inactive show a strong effect at the top dose
#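 MLSMR compounds (23 nl, pin-transferred) preincubated 10 min at room temperature with a 500nM (2x) first reagent, then RGS4 at 900nM (2x) plus Transcreener GDP mix added; fluorescence polarization (620/688 nm) read before and after 90 min at 30 °C.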
# GRP78 ERSR act: qHTS for Inducers of the Endoplasmic Reticulum Stress Response (ERSR) in Human Glioma: qHTS | actives 0.02% (n = 420,000) | Potency, µM, inactives show top-dose activation, actives largely listed as activators | U87-MG GRP78 promoter luciferase reporter, 16 h; note: potency is the fitted concentration of half-maximal effect; series mostly up to about 76 µM; % of control where 0% means no effect; nearly all actives have a fitted effect of over 35% in size
#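 ERSR induction read as luciferase luminescence (Bright-Glo, 10 min at room temperature) in stably transfected human U87-MG glioma cells exposed to compounds for 16 h, using GRP78 as sensor.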
# * hit, by the source's call; i = inactive; u = inconclusive; x = no result given; & = joins results of further samples; [ ] = dose if it differs, or a comment. Unless noted, calls come from the whole dose curve; as a rule, active = well fitted curve in the direction sought with a large enough effect; inconclusive = small, poorly fitted or top-dose-only effect, or another doubt; inactive = no such curve, though single readings can be large; an effect the other way counts as inactive or inconclusive.
nr	Molecule	Vif-A3G inh	LDHA inh	ALOX12 inh	RGS4 inhibitor	GRP78 ERSR act
1	CC(N)(C(=O)O)c1ccc(P(=O)(O)O)cc1 (stereo unspecified)	x	x	6.9%	i	-2.7%
2	O=C1C(Nc2ccccc2)=CC(=O)c2ncccc21	x	x	10.5%[176 µM]	i	-11.6%&-12.0%
3	CC(=O)[C@H]1CC[C@H]2C3CC=C4C[C@@H](O)CC[C@]4(C)C3CC[C@]12C (stereo partly specified)	x	x	1.1%	u	-2.3%&0.6%
4	Cc1ncc(CO)c(C=O)c1O	x	x	u	i	-1.0%&-3.0%&-2.1%
5	O=C1CC2(CCCC2)CC(=O)N1CCCCNCC1COc2ccccc2O1 (stereo unspecified)	x	x	-20.4%	i	-3.5%
6	N[C@H]1CCN(O)C1=O	x	x	10.3%	x	5.6%&-6.2%
7	Nc1nc2c(nc(Br)n2[C@@H]2O[C@H]3COP(=O)(O)O[C@H]3[C@@H]2O)c(=O)[nH]1	x	x	35.0%[activator]	109.8%[activator][56.9 µM]	-2.3%
8	N[C@H](C(=O)O)C1C(C(=O)O)C1C(=O)O (stereo partly specified)	x	x	-1.0%	i	-1.8%
9	CC(C)NC[C@@H](O)COc1ccccc1-n1cccc1	x	x	4.6%	-190.2%[56.9 µM]	-3.6%
10	OCCN1CCN(CCCN2c3ccccc3C=Cc3ccccc32)CC1	x	x	u	-2.4%[56.9 µM]	-0.4%&0.7%&-2.9%&-2.8%
11	O=Cc1ccnc2ccccc12	1.5%	x	-1.0%	x	-0.7%
12	COc1ccc(CN2[C@@H](CC(=O)O)c3ccc(C(F)(F)F)cc3S2(=O)=O)cc1	-1.9%	x	0.9%	x	-2.0%
13	COc1ccc(CCC(=O)O)cc1	-1.2%	x	0.1%	x	-3.5%
14	Cc1ncnc2nc[nH]c12	-16.5%	x	u	x	-7.1%
15	CC(C)c1cccc(C(C)C)c1NC(=O)c1ccc(-c2cc(Cl)ccc2Cl)o1	-1.0%	x	-9.3%	x	-4.0%
16	COCCCNC(=O)C(=O)N1CCN(c2nc(C)c3c(c2C#N)CCCC3)CC1	x	9.0	-5.8%	x	x
17	Cc1ccccc1NC(=O)c1ccc2c(c1)CCC2	x	1.8	11.7%	x	x
18	CCCCN(CC)Cc1c(C)[nH]c2ccc(Br)cc2c1=O	x	1.8	21.3%	x	x
19	CCCC(=O)OCc1cc(=O)oc2cc(O)ccc12	x	-3.4	u	x	x
20	CCN(CC#CC(O)(c1ccccc1)C1CCCC1)C(C)C (stereo unspecified)	x	1.2	-20.1%	x	x
21	O=C(Nc1ccc(O)c(-c2nc3ccccc3o2)c1)c1ccc(F)cc1	x	-4.8	24.2%	x	x
22	Cc1cccc(NC(=O)C2(C#N)C(c3ccccc3)C2(C)C(=O)c2ccccc2)c1 (stereo unspecified)	x	25.7	u	x	x
23	O=C(CN1CCc2sccc2C1c1cccs1)Nc1ccc(F)cc1 (stereo unspecified)	x	-3.6	1.1%	x	x
24	COC(=O)C1C2CCC(C2)C1C(=O)OCC(=O)c1ccc(Cl)cc1 (stereo unspecified)	x	-2.2	3.2%	x	x
25	CC1(C)NC(=O)N(Cc2ncc(-c3cccc(Cl)c3)o2)C1=O	x	5.0	4.1%	x	x

# Four compounds from above, sorted by heavy-atom count, smallest number first.
nr	Molecule	Vif-A3G inh	LDHA inh	ALOX12 inh	RGS4 inhibitor	GRP78 ERSR act
1	CC(N)(C(=O)O)c1ccc(P(=O)(O)O)cc1 (stereo unspecified)	x	x	6.9%	i	-2.7%
7	Nc1nc2c(nc(Br)n2[C@@H]2O[C@H]3COP(=O)(O)O[C@H]3[C@@H]2O)c(=O)[nH]1	x	x	35.0%[activator]	109.8%[activator][56.9 µM]	-2.3%
10	OCCN1CCN(CCCN2c3ccccc3C=Cc3ccccc32)CC1	x	x	u	-2.4%[56.9 µM]	-0.4%&0.7%&-2.9%&-2.8%
16	COCCCNC(=O)C(=O)N1CCN(c2nc(C)c3c(c2C#N)CCCC3)CC1	x	9.0	-5.8%	x	x

# The list goes on.
nr	Molecule	Vif-A3G inh	LDHA inh	ALOX12 inh	RGS4 inhibitor	GRP78 ERSR act
26	COc1ccc(C=O)cc1COc1ccc2c(c1)CCC2	x	6.7	1.6%	x	x
27	O=C(c1ccc(F)cc1)N1CCN(Cc2nnnn2C2CC2)CC1	x	-1.9	27.3%	x	x
28	COc1ccc(-c2ccc3c(c2)c(Sc2ccccc2)c(-c2ccccc2)n3C)cc1	x	-4.4	1.1%	x	x
29	Cc1c(C)n(CCCN(C)C)c2ncn3nc(-c4cccs4)nc3c12	x	4.5	-0.9%	x	x
30	COC(=O)c1ccc(/C=C(/C#N)C(=O)c2c(Cl)cccc2Cl)cc1	x	12.4	u	x	x
31	Cc1cccc(Nc2nc(C(=O)N3CCC(C)CC3)cs2)c1	x	-9.0	u	x	x
32	COc1ccccc1NC(=O)c1ccc(N2CCCN(Cc3ccccc3C)C2=O)cc1	x	7.9	u	x	x
33	CC(O)CNS(=O)(=O)c1cccc(C(=O)O)c1 (stereo unspecified)	x	-11.8	-35.6%	x	x
34	O=C1O[C@@H](c2ccccc2)C[C@@H](O)[C@H](O)CCCCc2ccccc21	x	3.3	8.2%	x	x
35	N#Cc1ccc(COC(=O)c2cnccn2)cc1	x	-18.5	91.2%[activator]	x	x
36	O=C(Cc1scnc1-c1cccs1)NCCc1ccccc1F	x	-15.7	-3.9%	x	x
37	Cc1ccc(NC(=O)C(=O)c2c[nH]c3ccccc23)cc1Cl	x	4.3	u	x	x
38	CCOCCCNC(=O)N[C@H](C(=O)O)C(C)CC (stereo partly specified)	x	-4.0	u	x	x
39	Cc1cc(=O)oc2c(C)c3oc(/C(=N/O)c4ccccc4)c(C)c3cc12	x	-1.4	2.0%	x	x
40	O=C(c1cccc(F)c1)N(Cc1cccc2[nH]ccc12)C1CC1	x	7.0	-7.0%	x	x
41	CCOC(=O)c1cc2cc(Br)ccc2[nH]1	x	0.5	-3.0%	x	x
42	O=C(Cn1ccc2c(Cl)cccc21)Nc1ccc2c(c1)OCO2	x	5.9	-7.0%	x	x
43	COc1ccccc1NC(=O)c1cnc2ccccc2n1	x	-1.4	-4.7%	x	x
44	COc1ccc(NS(=O)(=O)c2cc(-c3cnc(C4CC4)o3)ccc2C)cc1OC	x	-1.7	u	x	x
45	O=C(CCN1C(=O)NC2(CCCC2)C1=O)Nc1cccc2cccnc12	x	9.7	-14.7%	x	x
46	Cc1c(NC2=NS(=O)(=O)c3ccccc32)cccc1C(=O)O	x	-0.4	u	x	x
47	CCc1c(C(=O)c2[nH]c(C)c(C(C)=O)c2C)oc2ccc(F)cc12	x	5.3	u	x	x
48	N#CC1=C(N)OC2=C(C(=O)CCC2)C1c1cccc2ccccc12 (stereo unspecified)	x	3.7	3.9%	x	x
49	O=C1C=C(OCCF)CC(c2ccccc2C(F)(F)F)O1 (stereo unspecified)	x	0.1	3.0%	x	x
50	CN(C)/C=C\C(=O)c1ccc(F)cc1	x	2.9	u	x	x

# Next section:
nr	Molecule	Vif-A3G inh	LDHA inh	ALOX12 inh	RGS4 inhibitor	GRP78 ERSR act
51	CCOC(=O)c1ccc(NC(=O)c2ncoc2-c2ccc(OC)c(OC)c2)cc1	x	7.2	14.1%	x	x
52	COCCN(Cc1ccco1)C(=O)c1cccc(S(=O)(=O)N2CCN(Cc3ccccc3)CC2)c1	x	-6.9	0.5%	x	x
53	CCNC(=O)NC(=O)CN(C)c1ccccc1F	x	3.3	u	x	x
54	NC(=O)CN1CCCC(C(=O)O)C1 (stereo unspecified)	x	-1.2	u	x	x
55	COC(=O)C1CCN(Cc2cc(=O)oc3ccc(O)cc23)CC1	x	0.4	u	x	x
56	Cc1ccc(C(=O)CCC(=O)NC(C)C2CC3CCC2C3)cc1C (stereo unspecified)	x	2.1	-49.7%	x	x
57	CN(Cc1ccsc1)C(=O)CC1C=CCC1 (stereo unspecified)	x	2.0	-16.8%	x	x
58	CCCn1nc(C(=O)NCc2ccccc2OC)c2ccccc2c1=O	x	16.4	2.1%	x	x
59	Cc1cc(C(=O)CN2C(=O)NC(Cc3c[nH]c4ccccc34)C2=O)c(C)n1C1CC1 (stereo unspecified)	x	5.7	u	x	x
60	c1ccc(-c2ccc(CNCCN3CCCC3)cc2)cc1	x	3.7	-26.4%	x	x
61	CNC(=O)CCc1cn(Cc2ccccc2C)c2ccccc12	x	-3.7	5.5%	x	x
62	CC1CCc2nc(NC(=O)Cc3n[nH]c(=O)c4ccccc34)sc2C1 (stereo unspecified)	x	-14.8	-5.9%	x	x
63	CC(=O)Nc1c(-c2ccc(C)cc2)c(C)nn1-c1ccc(C(=O)NCc2cccnc2)cc1	x	9.8	-1.2%	x	x
64	CC(=O)Nc1ccc(C)cc1-c1nnc(SCC(=O)Nc2ccc(Cl)c(Cl)c2)[nH]c1=O	x	-1.7	-22.5%	x	x
65	CCOc1ccccc1NC(=O)N1CCN(Cc2nc(-c3ccc(C(=O)NC)cc3)oc2C)CC1	x	3.2	11.9%	x	x
66	CCOCCCNC(=O)C1CCCC(C(=O)NCCCOCC)C1 (stereo unspecified)	x	-10.5	-9.4%	x	x
67	N#Cc1ccc(OCc2cc(Cl)c3c(c2)OCCO3)cc1	x	3.9	-13.9%	x	x
68	CCCCCCCCN1C(=O)[C@H](CC(=O)NCCc2ccccc2OC)C[C@@]2(C(=O)OCC)CCCC=C12	x	6.6	u	x	x
69	Cc1nc2ccccc2c(C)c1C(=O)OCC(=O)NCC1CCCO1 (stereo unspecified)	x	-0.5	-23.5%	x	x
70	Cc1ccc(Cl)cc1NC(=O)COC(=O)c1ccc2ccccc2n1	x	8.2	u	x	x
71	COc1ccc2c(CN3CCN(c4ccccc4O)CC3)cc(=O)oc2c1	x	6.8	-17.6%	x	x
72	CCOC(=O)c1cnc2c(OC)cccc2c1Nc1ccc(N(C)C)cc1	x	2.7	-14.0%	x	x
73	COc1ccc(/C=C/c2nc3ccccc3[nH]c2=O)cc1	x	-24.3	u	x	x
74	COC(=O)[C@@]12C[C@@H](CC(=O)NCCc3ccccc3OC)C(=O)N(CCc3ccc(OC)c(OC)c3)C1=CCC(C)(C)C2	x	5.9	-20.7%	x	x
75	COCCn1c(=O)[nH]c(=O)c2c3c(cnc21)C(=O)CC(c1cccs1)C3 (stereo unspecified)	x	16.0	u	x	x

# New compounds follow:
nr	Molecule	Vif-A3G inh	LDHA inh	ALOX12 inh	RGS4 inhibitor	GRP78 ERSR act
76	CCNCc1ccc(-c2ccc(F)c(Cl)c2)o1	x	0.3	u	x	x
77	CCOc1ccc(S(=O)(=O)[C@H]2CS(=O)(=O)C[C@@H]2N2CCN(c3ccccc3)CC2)cc1	x	5.9	-3.3%	x	x
78	CC(C)C(=O)Nc1ccc(NC(=O)Nc2cccc(Cl)c2)cc1	x	3.0	-4.3%	x	x
79	CN(C)c1ccc(Nc2nc(-c3cc4ccccc4oc3=O)cs2)cc1	x	-20.4	u	x	x
80	CCN1C(=O)c2ccccc2S(=O)c2ccc(C(=O)NCc3cccnc3)cc21 (stereo unspecified)	x	-8.3	31.0%[activator]	x	x
81	O=C(COC(=O)c1ccccc1-c1ccccc1)c1ccccc1	x	10.3	1.5%	x	x
82	COc1ccc(-c2cc(C(=O)O)c3ccccc3n2)cc1	x	0.7	u	x	x
83	O=C(Nc1cccc(-c2nc3ccccc3o2)c1)c1ccc(Cl)cc1	x	-1.2	-13.4%	x	x

# A portion of the library (hit frequency here may not be typical).
